G9a inh = inhibitors of human histone lysine methyltransferase G9a; Q96KQ7; G9a H3K9 monomethylation, AlphaScreen, 2 h; Potency, µM (highest dose often 102 µM), for the others: at the top dose activity, negative = inhibition, usual class: inhibitors; actives 8.8% (n = 350,000); note: potency is the fitted concentration of half-maximal effect; % is set by controls: 0 for no effect and ±100 for the full control effect; nearly all actives have a fitted effect of over 75% in size
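AlphaScreen detection with an anti-monomethyl H3K9 antibody quantified product after a 2 h room-temperature reaction containing 500 nM biotinylated H3K9 peptide, 20 µM SAM and 20 nM enzyme, which had been preincubated 15 min with compound.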
BAZ2B block = inhibitors of human BAZ2B bromodomain. actives 4.4% (n = 360,000). Potency, µM (top dose mostly 114 µM), inactives show top-dose activity change, negative = inhibition, actives largely listed as inhibitors. Q9UIF8. AlphaScreen BAZ2B-H3K14Ac peptide displacement. AID 504333; note: potency is the fitted concentration of half-maximal effect; % is set by controls: 0 for no effect and ±100 for the full control effect; nearly all actives have a fitted effect of over 60% in size
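Inhibition is scored as reduced AlphaScreen emission. The BAZ2B/b-H3(5-23)K14Ac complex (50 nM each) in PBS pH 7.4, 0.01% Tween-20 meets compound (up to 110 uM) for 30 min at RT before bead addition.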
HP1b binding inh = blocks HP1-beta chromodomain binding to methylated histone tails | AlphaScreen HP1-beta / biotin-H3K9me3 peptide binding | Potency, µM (titrated, usually from 114 µM), for the others: at the top dose activity change, negative = inhibition, most hits filed as inhibitors | actives 0.56% (n = 390,000); note: potency is the fitted concentration of half-maximal effect; nearly all actives have a fitted effect of over 70% in size; inactives centre near 23
Target sequence (P83916 whole entry, looked up): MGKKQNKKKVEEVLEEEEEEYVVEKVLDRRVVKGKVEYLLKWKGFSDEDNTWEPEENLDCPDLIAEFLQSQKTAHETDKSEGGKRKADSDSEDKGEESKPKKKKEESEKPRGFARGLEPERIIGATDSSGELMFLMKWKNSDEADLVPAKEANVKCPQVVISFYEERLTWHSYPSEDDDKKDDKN
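AlphaScreen: HP1-beta (50 nM) preformed 30 min with biotin-H3(1-18)K9me3 peptide (50 nM) in PBS pH 7.4, 0.01% Tween-20. Compound added for 30 min at RT, then streptavidin donor/nickel chelate acceptor beads (10 ug/mL) for 30 min.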
PGK inhibitor = inhibitors of T. brucei phosphoglycerate kinase | P07378 | actives 0.043% (n = 380,000) | PGK/GAPDH coupled, Kinase-Glo luminescence, 60 min | Potency, µM (series often up to 57.5 µM), for inactives: at the top dose activity change, negative = inhibition, usual class: inhibitors; note: potency is the fitted concentration of half-maximal effect; % is set by controls: 0 for no effect and ±100 for the full control effect; nearly all actives have a fitted effect of over 60% in size
Target sequence (P07378 whole entry, looked up): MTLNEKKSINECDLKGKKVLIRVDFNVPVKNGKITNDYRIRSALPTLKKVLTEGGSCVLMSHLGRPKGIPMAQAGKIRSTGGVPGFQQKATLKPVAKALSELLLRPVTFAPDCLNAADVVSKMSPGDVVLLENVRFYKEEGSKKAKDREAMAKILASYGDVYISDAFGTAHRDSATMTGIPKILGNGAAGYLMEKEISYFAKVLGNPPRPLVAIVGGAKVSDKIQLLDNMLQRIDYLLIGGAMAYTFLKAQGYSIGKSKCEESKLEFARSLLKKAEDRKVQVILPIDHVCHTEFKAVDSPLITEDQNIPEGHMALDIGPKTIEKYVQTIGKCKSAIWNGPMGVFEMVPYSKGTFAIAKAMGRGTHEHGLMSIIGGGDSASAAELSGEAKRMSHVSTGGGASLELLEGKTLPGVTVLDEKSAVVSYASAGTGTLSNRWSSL
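Recombinant glycosomal PGK reaction used 1,3-bisphosphoglycerate generated in-well by GAPDH (100nM final) in 100mM TEA pH 7.6, 5mM MgCl2, 0.01% Tween-20. After 60 minutes at room temperature, ATP was read by Kinase-Glo Plus luminescence end-point.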
GLS inh = blocks human kidney-isoform glutaminase activity; Potency, µM (highest dose often 45.5 µM), for inactives: top-dose activity change, negative = inhibition, most hits filed as inhibitors; GLS enzymatic activity, qHTS titration; actives 0.21% (n = 410,000); note: potency is the fitted concentration of half-maximal effect; % is set by controls: 0 for no effect and ±100 for the full control effect
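hKGA in 45 mM KH2PO4 pH 8.2, 0.02% Tween-20 with pin-transferred compounds; 1 mM L-glutamine (stock) plus glutamate oxidase/HRP/Amplex Red coupling added. Fluorescence read initially and after 30 min at RT.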
JMJD2A Tudor = blocks the human JMJD2A Tudor domain; AlphaScreen JMJD2A-Tudor / H3K4me3 peptide binding; actives 4.4% (n = 390,000); Potency, µM (titrated, usually from 114 µM), without a hit: at the highest dose activity change, negative = inhibition, usual class: inhibitors; AID 504339; note: potency is the fitted concentration of half-maximal effect; % is set by controls: 0 for no effect and ±100 for the full control effect; nearly all actives have a fitted effect of over 50% in size
POLH inh = inhibitors of human DNA polymerase eta | recombinant Pol eta, fluorescent DNA replication assay | Potency, µM (highest dose often 114 µM), without a hit: top-dose activity change, negative = inhibition, most hits filed as inhibitors | actives 1.2% (n = 390,000); note: potency is the fitted concentration of half-maximal effect; % is set by controls: 0 for no effect and ±100 for the full control effect
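Pol eta (10 nM) was preincubated with compounds for 15 min at room temperature, after which fluorescent replication substrate (50 nM final) was added to start the reaction. Fluorescence was read kinetically at 0 and 10 min.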
PI4K2A inh = blocks human PI4K2A kinase activity; purified PI4K2A, ADP-Glo luminescence, 1 h; stronger effect = lower value; Q9BTU6; activity change, negative = inhibition, % at 76.9 µM; actives 0.13% (n = 420,000); in the data active = activity change below about -50%; inconclusive = mostly about -30% to -49%;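 note: -100% = wells without enzyme as full effect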
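PI4K2A activity was measured by ADP-Glo luminescence: enzyme (4 ug/mL stock) and phosphatidylinositol (1.2 mM stock) in Tris pH 7.5/MgCl2/EGTA/Triton X-100 buffer were reacted with ATP (300 microM stock) for one hour at ambient temperature.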
Pin1 inh = human Pin1 inhibition; Pin1 FP peptide displacement, HiFluor488, 10 min; Potency, µM (top dose mostly 115 µM), for the others: top-dose activity, negative = inhibition, usual class: inhibitors; actives 0.009% (n = 390,000); active = well fitted inhibition curve with a large enough effect in the polarisation, with a control signal flat, not every such curve was filed as active; inconclusive = small, poorly fitted or top-dose-only effect, or effect the other way, or a change in a side signal; inactive = no such curve, though single readings can be large or run the other way; the % refers to the polarisation; note: potency is the fitted concentration of half-maximal effect; % is set by controls: 0 for no effect and ±100 for the full control effect
Target sequence (Q13526 whole entry, looked up): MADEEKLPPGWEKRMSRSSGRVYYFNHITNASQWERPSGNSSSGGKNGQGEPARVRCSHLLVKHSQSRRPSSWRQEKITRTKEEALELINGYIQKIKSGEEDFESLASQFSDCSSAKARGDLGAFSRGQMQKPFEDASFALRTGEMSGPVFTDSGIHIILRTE
* marks the source's active call; other numbers are inactive results; i = inactive; ? = inconclusive; . = not tested or not shown; [ ] = another dose, or the depositor's remark. Unless noted, calls come from the whole dose curve; as a rule, active = well fitted curve in the direction sought with a large enough effect; inconclusive = small, poorly fitted or top-dose-only effect, or another doubt; inactive = no such curve, though single readings can be large; an effect the other way counts as inactive or inconclusive.

structure	G9a inh	BAZ2B block	HP1b binding inh	PGK inhibitor	GLS inh	JMJD2A Tudor	POLH inh	PI4K2A inh	Pin1 inh
CCC(C)NC(=O)CSc1nc2n[nH]c(C)c2c(=N)n1-c1cc(Cl)ccc1C (centres undefined)	-8%[59 µM]	-1%	-16%	0%	0%	-19%	1%	-1	-2%
COC(=O)[C@@]1(Cc2ccccc2)[C@H]2C(=O)N(C)C(=O)[C@H]2[C@H]2CN=C(SCc3ccccc3)N21	.	.	18%	3%	3%	-33%	-5%	-1	-1%
CC1CCN(c2ccc(-c3cccs3)nn2)CC1	30%	7%	25%	-1%	-2%	-11%	1%	-57*	-8%
COCc1nnc(NC(=O)c2cc(C(=O)OC)cc([N+](=O)[O-])c2)s1	-1%[59 µM]	1%	23%	-4%	7%	9%	-23%	-1	3%
CCN(c1ncnc2c1cnn2-c1cc(Cl)ccc1C)C1CCCCC1	0%[59 µM]	14%	49%[activator]	-2%	-3%	-9%	-15%	-2	-9%
CCCOc1ccc(N2CC(C(=O)Nc3ncccc3C)CC2=O)cc1 (centres undefined)	1%	11%	48%[activator]	i	7%	-6%	-11%	0	-6%
COc1ccc(N2CCN(C(=O)Cn3cnc4sc(C)c(S(=O)(=O)N5CCC(C)CC5)c4c3=O)CC2)cc1	?	-37%	3%	i	58%[activator]	?	-20%	1	10%
Cn1c(=O)c2c(nc(Sc3ccccc3N)n2C)n(C)c1=O	10µM*	1%	20%	0%	-2%	-26%	-9%	0	7%
Cc1cccc(CCNC(=O)C2CCCN(S(=O)(=O)c3cnc[nH]3)C2)c1 (centres undefined)	2%[59 µM]	-2%	8%	-8%	5%	?	-15%	-2	-2%
CCn1cc(C(=O)N2CCN(c3ccccn3)CC2)c2cc(OC)c(OC)cc2c1=O	-6%[59 µM]	-5%	27%	-1%	-9%	-5%	-15%	3	0%
Cc1ccc(Cl)cc1N(CC(=O)NC(C)c1ccccc1)S(C)(=O)=O (centres undefined)	0%[59 µM]	-6%	10%	3%	-2%	-20%	-15%	4	2%
COc1cccc(NC(=O)c2nnn(CCc3ccccc3)c2N)c1	13%	9%	60%[activator]	-1%	-2%	-15%	-15%	-8	-3%
Cc1ccc(OCCOc2ccc(Cl)cc2Cl)c([N+](=O)[O-])n1	-9%[59 µM]	14%	42%[activator]	-9%	-14%	5%	?	1	-2%
Cc1cc(C)nc(Sc2c(C)nn(-c3ccccc3)c2C)n1	11%	3%	30%	3%	-8%	16%	-16%	0	-8%
Cn1nc(C(F)(F)F)c(C#N)c1N1CCN(c2ccccc2)CC1	?	?	23%	i	11%	-8%	-6%	1	-2%
COC(=O)c1c(C)oc2c1cc(NS(=O)(=O)c1c(C)cc(C)cc1C)c1ccccc12	?	?	2%	8%	4%	-30%	-9%	-7	?
C[C@H](CO)N1C[C@H](C)[C@@H](CN(C)S(C)(=O)=O)Oc2ccc(N(C)C)cc2C1=O	.	.	33%	4%	8%	-16%	-4%	-1	1%
Cc1ccc(Cn2c(SCCN3CCCCC3)nc3c2c(=O)n(C)c(=O)n3C)cc1	?	-14%	9%	0%	2%	-22%	-7%	-1	1%
COC(=O)C1=C(C)OC(N)=C(C#N)C1c1ccc(OC)c(CSc2ccccn2)c1 (centres undefined)	16µM*	-35%	21%	-4%	4%	-20%[57.1 µM]	-4%	2	8%
Cc1cc(-n2c(C)cc(C(=O)COC(=O)CN=C3NS(=O)(=O)c4ccccc43)c2C)no1	9%[59 µM]	-34%	-24%	i	2%	-26%	5%	4	8%

Full records as entered above.
C[C@H](CO)N1C[C@H](C)[C@@H](CN(C)S(C)(=O)=O)Oc2ccc(N(C)C)cc2C1=O in the list: G9a inh = .; BAZ2B block = .; HP1b binding inh = 33%; PGK inhibitor = 4%; GLS inh = 8%; JMJD2A Tudor = -16%; POLH inh = -4%; PI4K2A inh = -1; Pin1 inh = 1%
COCc1nnc(NC(=O)c2cc(C(=O)OC)cc([N+](=O)[O-])c2)s1 in the list: G9a inh = -1%[59 µM]; BAZ2B block = 1%; HP1b binding inh = 23%; PGK inhibitor = -4%; GLS inh = 7%; JMJD2A Tudor = 9%; POLH inh = -23%; PI4K2A inh = -1; Pin1 inh = 3%

(listing goes on)
structure	G9a inh	BAZ2B block	HP1b binding inh	PGK inhibitor	GLS inh	JMJD2A Tudor	POLH inh	PI4K2A inh	Pin1 inh
Cc1ccc(C)c(S(=O)(=O)N2CCCCC2CCNC(=O)C(=O)NCc2ccco2)c1 (centres undefined)	-9%[0.501 µM]	?	-6%	-9%	-3%	-34%	-23%	-2	5%
COC(=O)C1C(c2ccccc2)C(C(=O)OCc2ccco2)C1c1ccccc1 (centres undefined)	-7%[59 µM]	-5%	43%[activator]	4%	-1%	2%	-11%	-2	6%
O=C(SCC(O)C(O)CS)c1cccs1 (centres undefined)	-3%[59 µM]	-9%	69%[activator]	-8%	-3%	-10%	5%	3	2%
COc1cccc(NC(=O)CCc2nnc3ccc(NCc4ccco4)nn23)c1	18%	-28%[57.1 µM]	38%	-9%	0%	-35%	-19%	-4	-8%
Clc1ccc(Br)c(-c2nc3ccccc3[nH]2)c1	.	.	.	-12%	3%	.	5%	-3	.
O=[N+]([O-])c1ccc(/C=N/Nc2ccccn2)cc1	10%	1%	17%	-5%	1%	-7%	-9%	-3	49%[activator]
NC(=O)CSc1nc(C2CC2)nc2sc3c(c12)CCCC3	-5%	-1%	32%	5%	-2%	-10%	4%	-1	5%
COc1ccc(C2CC(c3ccccc3)=NN2c2ccc(/C=N/NC(=O)c3ccncc3)cc2)cc1 (centres undefined)	39%[59 µM]	-36%	36%	i	4%	-35%	-13%	-8	?
O=C(COC(=O)c1ccc(NS(=O)(=O)c2ccc(F)c(F)c2)cc1)NCC1CCCO1 (centres undefined)	-5%	9%	39%	-3%	-2%	-10%	-1%	4	0%
Cn1c(=O)[nH]c(=O)c2c1nc1n(CCO)c(-c3ccccc3)cn21	10%[59 µM]	-3%	39%	3%	8%	-20%	-11%	-1	4%
O=c1oc2ccccc2cc1-c1ccccc1	13%	22%	60%[activator]	.	-1%	12%	-6%	-6	3%
Cc1cccc(C)c1NCc1nnc(SCC(=O)Nc2nc(-c3ccccc3)cs2)n1-c1ccccc1	15%	-4%	30%	0%	-4%	-5%	-15%	-3	3%
COc1cc(CN2CCN(CCc3ccccc3)C(CCO)C2)cc(OC)c1 (centres undefined)	.	-2%	29%	-1%	-10%	-11%	-14%	-1	-9%
CCOc1ccc(S(=O)(=O)N(CC)CC(=O)N2CCCC2)cc1	.	11%	41%[activator]	i	3%	-6%	-11%	4	-1%
CC(OC(=O)c1snc(C(=O)NC2CCCCC2)c1N)C(=O)NC1CCCCC1 (centres undefined)	-2%[59 µM]	0%	10%	-4%	-2%	-4%	-9%	-7	3%
Cc1ccccc1N=C1NC(=O)C(CO)(CO)S1	.	1%	5%	-3%	-1%	-10%	-15%	0	-3%
CC(C)(C)n1nnnc1C(c1ccc(C(F)(F)F)cc1)N(Cc1ccccc1)Cc1ccco1 (centres undefined)	5%[12.7 µM]	-6%	31%	-4%	-7%	-13%	-14%	18	12%
CC1CN(C(=O)CCNC(=O)c2ccccc2Cl)CC(C)O1 (centres undefined)	.	-5%	27%	3%	7%	-6%	2%	-3	-3%
CCCS(=O)(=O)c1ncc(Cl)c(C(=O)Nc2scc(-c3ccccc3)c2C(=O)OCC)n1	?	?	?	-1%	-11%	-36%	-16%	10	40%[activator]
CCCNC(=O)C(NS(=O)(=O)c1ccc2c(c1)c(=O)n(C)c(=O)n2C)c1ccccc1 (centres undefined)	40µM*	-2%	37%	-2%	9%	-13%	4%	-2	-2%
Cc1ccc(NC(=O)CN2C(=O)COc3ccc(S(=O)(=O)NC4CCCC4)cc32)cc1Cl	-5%[59 µM]	-13%	-15%	i	1%	-27%	-9%	6	10%
CC(C)CNC(=O)COC(=O)CCC(=O)c1ccc(F)cc1	12%[59 µM]	0%	23%	2%	1%	-14%	-8%	2	-3%
Cc1nc(N(C)C)c2sc(=S)n(Cc3ccccc3)c2n1	12%[12.7 µM]	-3%	21%	i	10%	-9%	-21%	5	-2%
CN(CC(=O)Nc1ccc(Cl)cc1)C(=O)c1sccc1-c1ccccc1	?	1%	35%	0%	-6%	-2%	-15%	3	-1%
CCc1nnc(NC(=O)Cn2nnc(-c3ccccc3F)n2)s1	-2%[2.33 µM]	-7%	8%	i	-1%	-7%	-4%	11	-1%
Cc1cc(C)cc(NC(=O)C/C(N)=N/O)c1	11%	0%	14%	6%	-28%	3%	-3%	-2	-2%
CN(C(=O)C=Cc1ccccc1)c1ccccc1	.	.	8%[57 µM]	-6%	-7%	-14%	-15%	2	-2%
CCOC(=O)c1nnn(CC(=O)N2N=C(c3cccc4ccccc34)CC2c2ccccc2)c1C(=O)OCC (centres undefined)	-3%[59 µM]	-7%	48%[activator]	2%	-6%	-2%	-7%	5	13%
O=[N+]([O-])c1ccc(S(=O)(=O)c2ccccc2)nc1	40µM*	13%	24%	i	3%	-19%	-10%	6	0%
Cc1ccc(-n2ncc3c(NCCCc4ccccc4)ncnc32)cc1	12%[59 µM]	7%	37%	i	3%	-3%	-7%	0	-7%

Bioassay records: PubChem BioAssay, National Center for Advancing Translational Sciences (NCATS)

Only part of the results is shown; rates above refer to the full screens.
